# FBPA coupling cs: coupling enzyme interference in Giardia aldolase counter-screen | activity change, negative = inhibition, % at 58.2 µM, hits read low | AID 2472 | coupling enzyme system counterscreen, AmpLite Red fluorescence | actives 0.67% (n = 290,000); in the data active means activity change below about -30%; further: on the % scale 0 is the no-effect control and ±100 the full control effect
#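 Compounds tested against the coupling enzymes alone at 57.5 uM final; readout was AmpLite Red fluorescence (525/598 nm) after 20 min at RT.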
# Giardia killer: Giardia lamblia killing; Giardia lamblia trophozoite viability; activity change, % at 7.66 µM, hits read low; actives 0.15% (n = 340,000); in the data active means activity change below about -80%; inconclusive means between about -30% and that limit;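 further: parasites exposed to compound for two days anaerobically before the ATP read; on the % scale 0 is the no-effect control and ±100 the full control effect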
#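 Compounds were tested on trophozoites seeded at 100 cells/well and held 48 hrs at 37 deg C anaerobically. An ATP-based luminescent kit measured the remaining live cells.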
# hERG WT inh: inhibitors of human wildtype KCNH2 potassium channel; Q12809; U2OS, BacMam KCNH2, thallium flux FluxOr; hits give low values; activity change, % at 1.84 µM; actives 0.37% (n = 340,000); AID 720551;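 active means maximum activity change below -70%; inconclusive means maximum activity change between -70% and -50%; inactive means maximum activity change above -50%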; further: on the % scale 0 is the no-effect control and ±100 the full control effect
#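 U2OS cells transduced with wild-type KCNH2 virus are loaded with FluxOr dye for 45 min, and thallium flux is measured in kinetic reads before and after stimulation buffer. Rate constants are normalized to DMSO controls.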
# GALK inhibitor: inhibitors of human galactokinase; actives 0.007% (n = 270,000); Purified GALK, Kinase-Glo residual ATP luminescence; P51570; Potency, µM (highest dose often 57.5 µM), without a hit: at the highest dose activity change, negative = inhibition, actives largely listed as inhibitors; further: potency means the concentration at half of the fitted maximal effect; on the % scale 0 is the no-effect control and ±100 the full control effect
#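 Galactose (100 uM) and ATP (35 uM) were turned over by 5 nM GALK for 1 h at RT. Kinase-Glo Plus then converted the remaining ATP into a luminescent signal.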
# MLL CXXC-DNA inh: inhibitors of human MLL CXXC domain-DNA interaction. Potency, µM (highest dose often 115 µM), without a hit: at the highest dose activity change, negative = inhibition, hits mostly inhibitors. Q03164. actives 0.037% (n = 290,000). MLL-CXXC / FITC-HOXA9 DNA fluorescence polarization; active means well fitted inhibition curve with a large enough effect in the polarisation, with a control signal flat, not every such curve was filed as active; inconclusive means small, poorly fitted or top-dose-only effect, or effect the other way, or a change in a side signal; inactive means no such curve, though single readings can be large or run the other way; the % refers to the polarisation; further: potency means the concentration at half of the fitted maximal effect
#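 Steps: dispense CXXC domain solution (7 uM) → pin compounds or unlabeled HOX-A9 DNA control → 5 min ambient → add FLSN-HOX-A9 solution (50 nM) → spin → 30 min ambient → fluorescence polarization. Tris pH 7.5/NaCl/DTT/BSA buffer.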
# Chronic BCR inh: blocks chronic active B-cell receptor signaling; ABC-DLBCL IkBa-CBG/CBR reporter, luminescence ratio, 4 h; Potency, µM (doses to about 46.1 µM), without a hit: at the top dose ratio change, negative = lower green/red ratio, hits mostly inhibitors; actives 0.05% (n = 340,000); AID 493014; active means well fitted inhibition curve with a large enough effect in the signal ratio, with a control signal flat, not every such curve was filed as active; inconclusive means small, poorly fitted or top-dose-only effect, or effect the other way, or a change in a side signal; the % refers to the signal ratio;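 further: potency means the concentration at half of the fitted maximal effect; plate controls were basal doxycycline-induced cells for no effect and cells given 10 µM MG132 for full effect; MG132 reads +100%, hits lower the ratio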
#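 Doxycycline induced both beetle luciferases in TMD8 lymphoma cells; IKK-driven degradation limits the IkappaBalpha-fused green signal, while red luminescence normalises for cell number and nonspecific effects. Compounds tested up to 46 uM, 4 hrs.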
# Tb PFK block: T. brucei PFK enzyme inhibition | T. brucei PFK, ADP-Glo luminescence | Potency, µM (doses to about 57.5 µM), for inactives: at the top dose activity, negative = inhibition, usual class: inhibitors | actives 0.17% (n = 330,000);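 further: potency means the concentration at half of the fitted maximal effect; 0% = uninhibited 1x PFK enzyme wells and -100% = no-enzyme wells; nearly all actives have a fitted effect of over 60% in size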
#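 Luminescent ADP detection (ADP-Glo, two-step: ATP depletion then ADP-to-ATP conversion for luciferase) reported PFK activity after 45 min room-temperature reaction of 1.25 nM enzyme with 0.5 mM F6P and 0.1 mM ATP at pH 8.0.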
# TSHR antag: human thyrotropin receptor antagonism; TSHR-expressing cells, TSH-stimulated cAMP HTRF, 2 h; hits give low values; activity change, negative = inhibition, % at 11.5 µM; actives 0.2% (n = 330,000); AID 504810;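 active means activity change below a set negative limit, meaning inhibition stronger than a set level, cut at about -70% in these data; inconclusive means activity change between two set negative limits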; further: on the % scale 0 is the no-effect control and ±100 the full control effect
# Target sequence (P16473 whole entry, looked up): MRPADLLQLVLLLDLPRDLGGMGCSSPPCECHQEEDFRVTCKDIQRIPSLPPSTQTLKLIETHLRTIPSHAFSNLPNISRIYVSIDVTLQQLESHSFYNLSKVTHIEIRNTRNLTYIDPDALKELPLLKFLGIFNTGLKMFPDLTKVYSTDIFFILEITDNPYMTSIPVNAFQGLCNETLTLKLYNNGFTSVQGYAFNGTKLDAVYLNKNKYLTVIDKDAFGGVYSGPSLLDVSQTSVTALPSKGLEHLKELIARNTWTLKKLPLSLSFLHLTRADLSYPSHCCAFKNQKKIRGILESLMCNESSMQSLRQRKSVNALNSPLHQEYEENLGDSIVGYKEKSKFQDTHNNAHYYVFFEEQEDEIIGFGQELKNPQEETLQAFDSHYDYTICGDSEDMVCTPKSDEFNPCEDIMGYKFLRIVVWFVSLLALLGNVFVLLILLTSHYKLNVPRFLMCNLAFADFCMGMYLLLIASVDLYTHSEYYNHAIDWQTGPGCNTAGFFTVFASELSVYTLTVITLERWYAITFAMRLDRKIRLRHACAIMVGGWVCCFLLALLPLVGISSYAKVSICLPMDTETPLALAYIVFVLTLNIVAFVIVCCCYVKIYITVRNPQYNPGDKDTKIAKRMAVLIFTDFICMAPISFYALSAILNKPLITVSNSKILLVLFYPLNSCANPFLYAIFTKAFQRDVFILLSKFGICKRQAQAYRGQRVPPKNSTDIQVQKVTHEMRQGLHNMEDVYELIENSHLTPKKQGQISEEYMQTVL
#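 Competitive HTRF cAMP read-out (cryptate anti-cAMP antibody, cAMP-d2; 30 min, room temperature) in freshly harvested TSHR cells. Compounds added before TSH at EC80 (4nM final), followed by 2 hours' incubation at 37 deg C.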
# AT treatment: potential ataxia-telangiectasia treatment; […] A-T fibroblasts, KAP-1 phosphorylation AlphaLISA; neocarzinostatin DNA damage 30 min before lysis; Potency, µM (top dose mostly 57.5 µM), inactives show top-dose activation, hits mostly activators; actives 0.19% (n = 320,000); AID 485349; further: potency means the concentration at half of the fitted maximal effect; % of control where 0% means no effect; nearly all actives have a fitted effect of over 45% in size
#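 hTERT-immortalized A-T patient fibroblasts ([…]), 500 cells/well in OPTI-MEM, 1% FBS, got compounds for 60 min, then NCS for 30 min at 37C. Lysates were then assayed for phospho-KAP-1 by AlphaLISA (anti-pKAP1 donor, anti-KAP1 acceptor beads), 6 hr at 25C.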
# TCR act: activators of T cell receptors; primary human leukocytes, anti-CD3, IL-2 HTRF, 48 h; Potency, µM (highest dose often 9.22 µM), without a hit: top-dose activation of IL-2 secretion, hits mostly activators; 330,000 tested, under 10 active; AID 504894; further: % of control where 0% means no effect
#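 Primary human leukocytes receive a-CD3 beads and test compound and are incubated 48 hr. Secreted IL-2 is then assayed by HTRF, measuring 665nm acceptor emission after 320nm excitation of the europium donor.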
# The depositor's hits bear a star; ? = inconclusive; . = no result given; [ ] = dose if it differs, or a comment. Unless noted, the call rests on the fitted dose curve; in most records, active means well fitted curve in the direction sought with a large enough effect; inconclusive means small, poorly fitted or top-dose-only effect, or another doubt; inactive means no such curve, though single readings can be large; an effect the other way counts as inactive or inconclusive.
canonical_smiles	FBPA coupling cs	Giardia killer	hERG WT inh	GALK inhibitor	MLL CXXC-DNA inh	Chronic BCR inh	Tb PFK block	TSHR antag	AT treatment	TCR act
CCC(CC)N1CCN(C(=O)c2cccc(Cl)c2)CC1	2	1	3	4%	-12%	9%	-1%	-5	1%	-3%
Cn1nnnc1SCC(=O)Nc1cc(S(=O)(=O)N2CCCC2)ccc1Cl	0	-6	-1	4%	0%	0%	0%	4	2%	1%
COc1ccccc1/C=N/NC(=O)c1cccc2ccccc12	-1	-1	-14	-2%	13%	-19%	3%	-7	-2%	.
COc1ccc(CC(=O)NC(C)(C)CC(C)=O)cc1OC	0	1	1	3%	-2%	10%	-2%	6	0%	7%
O=C(O)CC(Cc1ccccc1)C(=O)Nc1ccc([N+](=O)[O-])cc1 (stereo not given)	15	4	-10	1%	1%	8%	9%	-8	5%	2%[46.1 µM]
COc1cc(/C=C2\SC(c3ccc(C)cc3)=NC2=O)ccc1O	-1	-13	9	7%	0%	-10%	1%	-1	-7%	3%
CSc1cc(-c2ccc(Cl)cc2)c(C(=O)N2CCCC2)s1	-1	-11	1	-2%	10%	?	7%	38	6%	6%
CC12CCC(C(=O)Nc3cccc(Cl)c3)(C(Br)C1=O)C2(C)C (stereo not given)	0	-14	1	1%	6%	7%	-6%	-2	-4%	1%[46.1 µM]
O=C(CN1C(=O)COc2ccccc21)N1CCN(c2ccccc2F)CC1	1	7	-8	2%	2%	2%	-4%	-1	-6%	.
COc1cc(CC(=O)Nc2sc3c(c2C(N)=O)CCCC3)cc(OC)c1OC	0	3	-14	15%	-3%	?	1%	-2	1%	9%
COc1ccc(C(C(=O)NC2CCCCC2)N(C(=O)Cc2c[nH]c3ccccc23)c2ccc(NC(C)=O)cc2)cc1OC (stereo not given)	0	5	-6	7%	17%	-4%	0%	9	0%	-7%
Nc1ccc2c(c1)C/C(=C/c1ccco1)C2=O	-6	-13	-26	5%	0%	-2%	1%	1	11%	-5%[46.1 µM]
Cc1ccc(Cl)cc1NC(=S)N(CCN(C)C)C(C)c1ccccn1 (stereo not given)	0	-13	-5	-1%	1%	0%	-10%	-6	3%	-4%
COc1ccc(C(=O)N2CC3(CC(c4cccc([N+](=O)[O-])c4)=NO3)C[C@H]2C(=O)NCC(N)=O)cc1 (stereo not given in full)	-1	3	-2	.	-3%	-12%	0%	26	18%	-3%
O=C(COc1ccc(-n2cnnn2)cc1)Nc1cc(Cl)cc(Cl)c1	.	-9	3	.	.	11%	-1%	-6	9%	2%
COc1cc(OC)cc(C(=O)NCC2CCCN(Cc3ccc(SC)cc3)C2)c1 (stereo not given)	3	8	12	-2%	?	-10%	1%	4	-1%	3%
Cc1ccc(S(=O)(=O)n2nc(-c3ccc(Cl)cc3)nc2NCc2ccco2)cc1	-8	-3	27	0%	0%	7%	-5%	4	11%	6%
Cc1oc(/N=C/c2cccc3ccccc23)c(C#N)c1C	-20	11	-7	3%	-1%	11%	6%	-6	0%	1%
CSc1nnc(-c2ccncc2)n1CCCN1CCCC1=O	1	-6	-11	10%	4%	3%	-2%	-7	11%	10%
O=C(Cc1ccsc1)NNC(=O)c1ccccc1Cl	.	25	-2	.	.	0%	0%	4	3%	-10%
Cc1cc(C(=O)OCC(=O)N2CC(C)OC(C)C2)c(C)n1-c1ccccc1 (stereo not given)	.	6	-17	.	.	?	-11%	3	3%	6%
O=S(=O)(c1cc(Cl)cc(Cl)c1)N1CCCC1c1nc2ccccc2s1 (stereo not given)	1	9	4	-5%	4%	-1%	-3%	-31	6%	1%[46.1 µM]
Cc1ccccc1CSCC(=O)Nc1c(C)n(C)n(-c2ccccc2)c1=O	1	-1	-2	0%	7%	4%	0%	-4	6%	-4%[46.1 µM]
COc1ccc(/C(O)=C2/C(=O)C(=O)N(c3ccccn3)C2c2cccc(Cl)c2)cc1 (stereo not given)	3	6	.	0%	5%	-1%	3%	-6	-1%	-2%
Cc1cccc(N2C(=O)CC(N(C(=O)c3ccco3)c3cccc(C)c3)C2=O)c1 (stereo not given)	1	-3	-15	3%	-4%	0%	2%	4	1%	2%[46.1 µM]
NC(=O)COC(=O)C1c2ccccc2Oc2ccccc21	1	-27	7	-2%	-12%	3%	-3%	-14	?	1%
COc1cccc(Oc2cn[nH]c2-c2ccc(O)cc2O)c1	-11	-7	-1	0%	2%	-15%	6%	-20	2%	-5%
C1CNCCOCCNCCN1	0	8	6	2%	13%	-1%	2%	10	-1%	3%
Cc1cc(=O)oc2cc(OCc3ccc(C(=O)N4CCN(c5ccc([N+](=O)[O-])cc5)CC4)cc3)ccc12	2	4	-37	.	7%	?	1%	4	2%	-1%[46.1 µM]
COc1ccc(/C=C2\SC(=S)N(CCC(=O)NC3CCCC3)C2=O)cc1OC	-1	-4	-14	-1%	10%	9%	-3%	-4	6%	4%

# (cont.)
canonical_smiles	FBPA coupling cs	Giardia killer	hERG WT inh	GALK inhibitor	MLL CXXC-DNA inh	Chronic BCR inh	Tb PFK block	TSHR antag	AT treatment	TCR act
CCOC(=O)N1CCN(C(=O)COC(=O)C2CCN(S(=O)(=O)c3ccc(C)c(C)c3)CC2)CC1	.	9	10	.	.	-2%	-6%	-16	-3%	2%
COc1ccc(-c2csc(NC(=O)Cc3ccccc3F)n2)c(OC)c1	-3	11	8	-2%	16%	1%	-9%	11	1%	3%
Cc1ccc2c(c1)NC(=O)[C@@]1(C)[C@@H](c3ccccc3)[C@H]3COc4ccccc4[C@@H]3N1C2=O	.	-15	-17	.	.	?	-6%	-6	16%	4%
Cc1cccc(C)c1NC(=O)N1C(C(=O)O)CSC1C(=O)O (stereo not given)	1	-6	-3	1%	2%	?	-11%	18	-1%	-2%
COc1cc(NC(=O)c2ccccc2)c(OC)cc1NC(=O)Cc1ccc(F)cc1	0	1	-10	-3%	8%	5%	5%	-15	-8%	3%
Cc1cc(NS(=O)(=O)c2ccc(NC(=O)c3ccc(F)cc3)cc2)nc(C)n1	.	4	3	.	.	?	1%	-8	0%	.
CCN(CC)S(=O)(=O)c1ccc2oc(C(=O)NC3CCCc4ccccc43)c(C)c2c1 (stereo not given)	-7	-12	-7	0%	24%	9%	-6%	11	6%	-12%
O=C(Nc1ccc(F)c(F)c1)c1cc(S(=O)(=O)N2CCN(c3ccccn3)CC2)ccc1F	-1	7	-30	3%	22%	-3%	2%	-13	-1%	-13%
O=C(CSC(=S)N1CCCC1)N1CCN(S(=O)(=O)c2cccc([N+](=O)[O-])c2)CC1	.	-8	6	-6%	-20%	-3%	6%	52	-20%	9%
CC(C)(C)c1ccc(C(=O)Nc2ccc(Oc3cccnc3)nc2)cc1	0	-3	2	-1%	7%	9%	3%	-26	8%	-2%
COc1ccc(-c2nc3ccccc3s2)cc1NC(C)=O	3	1	3	1%	-14%	?	1%	-7	0%	3%
COc1ccccc1-c1ccc(/C=C2/C=C(C)OC2=O)o1	-9	7	0	.	1%	5%	1%	0	1%	.
Cc1ccccc1NC(=O)C(C)SCc1ccccc1 (stereo not given)	0	-11	-12	-8%	3%	2%	-3%	0	4%	5%
CC(C)(C)N(Cc1ccccc1)C(=O)c1cc2ccccc2o1	6	25	12	-7%	-7%	2%	-4%	26	-2%	0%
COc1ccc(Cl)cc1NC(=O)N1CCC(C)CC1	-15	-8	6	3%	3%	?	0%	6	4%	-7%
O=C(N/N=C(\c1ccccc1)c1cccnc1)c1ccc(O)cc1	1	-15	-9	-2%	5%	-15%	7%	-5	4%	-2%
CCN1CCN(c2ccc(S(=O)(=O)N(CC)CC)cc2[N+](=O)[O-])CC1	0	16	21	0%	8%	7%	0%	12	-4%	-4%[46.1 µM]
CC1CC(C)CN(C(=O)c2ccc(-c3ccc([N+](=O)[O-])cc3)o2)C1 (stereo not given)	.	5	2	.	.	14%	-5%	-9	-9%	0%
Cn1ccnc1C1CCCCN1Cc1nc(-c2ccc3c(c2)OCO3)no1 (stereo not given)	0	3	-3	-2%	?	-6%	0%	-7	-3%	-3%
CCSc1nc2cc(C(=O)OC)ccc2c(=O)n1CC	-1	1	5	-1%	-2%	4%	-4%	-10	3%	-5%
COc1ccccc1-c1nnc(NC(=O)OCC(C)C)s1	4	2	-19	0%	4%	?	1%	1	.	3%
Cc1ccc(NC(=O)Cn2nnc(C(=O)Nc3ccc(F)c(Cl)c3)c2N)cc1	-2	-17	-8	7%	9%	-11%	-4%	16	1%	-2%
